# DT40 TDP1 no CPT – qHTS for Inhibitors of human tyrosyl-DNA phosphodiesterase 1 (TDP1): qHTS in cells in absence of CPT | DT40 Tdp1-/- hTDP1 cells, no CPT, ATP luminescence, 48 h | Potency, µM (top dose mostly 46.2 µM), for inactives: at the top dose activity change, negative = growth inhibition, actives largely listed as inhibitors | 420,000 tested, 15% active | AID 686978, 2013; note: nearly all actives have a fitted effect of over 55% in size
#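 Camptothecin absent (DMSO only). Human TDP1-complemented DT40 knockout cells, 400 cells/well, 37 °C for minimum 48 hr; ATP measured via CellTiter-Glo, 30 min dark incubation, luminescence.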
# DT40 TDP1 CPT – qHTS for Inhibitors of human tyrosyl-DNA phosphodiesterase 1 (TDP1): qHTS in cells in presence of CPT | chicken DT40 Tdp1-/-;hTDP1 cells + 20 nM CPT, ATP luminescence, 48 h | Potency, µM (doses to about 46.2 µM), for inactives: top-dose activity change, negative = growth inhibition, hits mostly inhibitors | 420,000 tested, 12% active | AID 686979, 2013; note: nearly all actives have a fitted effect of over 55% in size
#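 Cell growth measured by CellTiter-Glo luminescence after a minimum 48 h, 37 C compound exposure with 20 nM CPT in Tdp1-knockout DT40 cells stably expressing hTDP1, seeded 400/well; qHTS titration format.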
# TDP1 block – qHTS Assay for Inhibitors of Tyrosyl-DNA Phosphodiesterase (TDP1); recombinant TDP1, AlphaScreen DNA substrate cleavage; 350,000 tested, 0.28% active; Tyrosyl-DNA phosphodiesterase 1 (Homo sapiens), Q9NUW8; Potency, µM (highest dose often 130 µM), inactives show top-dose activity change, negative = inhibition, actives largely listed as inhibitors; note: nearly all actives have a fitted effect of over 40% in size
# Target sequence (Q9NUW8 whole entry, looked up): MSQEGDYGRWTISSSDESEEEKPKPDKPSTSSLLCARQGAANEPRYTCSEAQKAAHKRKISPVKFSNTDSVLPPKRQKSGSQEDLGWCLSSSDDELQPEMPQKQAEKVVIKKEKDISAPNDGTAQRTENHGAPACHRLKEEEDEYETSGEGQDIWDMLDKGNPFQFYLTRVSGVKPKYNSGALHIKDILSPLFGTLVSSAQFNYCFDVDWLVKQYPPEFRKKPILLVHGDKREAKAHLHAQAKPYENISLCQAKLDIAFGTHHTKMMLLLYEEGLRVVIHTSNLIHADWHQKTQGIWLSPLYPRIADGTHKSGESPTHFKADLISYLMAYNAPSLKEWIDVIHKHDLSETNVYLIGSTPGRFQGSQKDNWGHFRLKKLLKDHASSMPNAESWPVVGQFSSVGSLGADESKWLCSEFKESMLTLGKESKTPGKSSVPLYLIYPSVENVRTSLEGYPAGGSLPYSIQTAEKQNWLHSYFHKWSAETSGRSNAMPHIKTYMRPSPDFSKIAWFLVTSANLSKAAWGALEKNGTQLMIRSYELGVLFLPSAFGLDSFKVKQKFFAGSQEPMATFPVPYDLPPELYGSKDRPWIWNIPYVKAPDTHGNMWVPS
#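 AlphaScreen read-out: signal falls as enzyme removes the 3' tyrosine-FITC from a 5'-biotinylated DNA oligo (15 nM, 5 min, RT). Enzyme was E. coli-made recombinant Tdp1 at 1 nM, exposed to compound for 15 min beforehand; beads 10 ug/ml, 10 min.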
# The depositor's hits bear a star; ? = inconclusive; . = not tested or not shown; [ ] = dose if it differs, or a comment. Calls come from the whole dose curve; as a rule, active = well fitted curve in the direction sought with a large enough effect; inconclusive = small, poorly fitted or top-dose-only effect, or another doubt; inactive = no such curve, though single readings can be large; an effect the other way counts as inactive or inconclusive. % is set by controls: 0 for no effect and ±100 for the full control effect; potency is the fitted concentration of half-maximal effect.
cpd	molecule	DT40 TDP1 no CPT	DT40 TDP1 CPT	TDP1 block
1	O=C(CNC(=O)c1ccco1)N/N=C/c1c[nH]c2ccccc12	6%	-4%	1%
2	COc1cc(C)c(Cl)cc1S(=O)(=O)NCC1CCCO1 (centres undefined)	?	3%	2%
3	Cc1cc2cc(CNC(=O)CC(C)C)ccc2n1C	1%	-7%	6%
4	Cc1ccc(C)c(CN2C(=O)c3ccccc3S(=O)c3ccc(C(=O)N4CCN(c5ccccn5)CC4)cc32)c1 (centres undefined)	16µM*	?	2%
5	COc1cc(OC)cc(-c2nc(-c3cc4cc(C)ccc4nc3OC)no2)c1	-12%	-2%	5%
6	Cc1cc(Cl)ccc1NC(=O)C(=O)NCc1ccco1	-19%	-21%	0%[12.3 µM]
7	CCOc1ccc(N2CC(C(=O)NC3CCCCCC3)CC2=O)cc1 (centres undefined)	6%	19%	-3%
8	O=C(NC1C(=O)NNC1c1ccccc1)c1ccccc1 (centres undefined)	?	?	3%
9	Nc1ccc(OCCc2ccccc2)cc1	-29%	?	.
10	O=C(O)c1nn(CC(=O)N2CCN(c3ncc(C(F)(F)F)cc3Cl)CC2)c(=O)c2ccccc12	16µM*	-25%	-4%

# The list goes on.
cpd	molecule	DT40 TDP1 no CPT	DT40 TDP1 CPT	TDP1 block
11	COc1ccc(C#Cc2c(-c3ccccc3)n(-c3ccccc3)c3ccc(CO)cc23)cc1	?	?	1%
12	O=C(NCc1ccco1)c1cccc(NS(=O)(=O)c2cccc(F)c2)c1	1%	-2%	4%
13	COc1ccc(C2C(C(=O)Nc3ccccc3)=C(C)Nc3nc(CCCO)nn32)cc1 (centres undefined)	-3%	-14%	4%
14	COc1ccccc1CNc1ncccc1[N+](=O)[O-]	14%	-19%	.
15	CCOC(=O)Cn1c(=O)c2c(nc(N3CCCCC3)n2Cc2ccccc2)n(C)c1=O	15µM*	21µM*	-2%
16	Cc1ccc2c(CC(=O)N3CCOc4ccc(CN5C[C@@H](C)O[C@@H](C)C5)cc4C3)cc(=O)oc2c1	-14%	21%[9.04 µM]	.
17	O=C(CN1CCN(c2ccccn2)CC1)Nc1cccc(C(F)(F)F)c1	?	-22%	2%
18	Cc1cc(C(=O)Nc2cccc(O)c2)c(C)o1	-5%	-21%	3%
19	CN(C)Cc1cc(C(F)(F)F)ccc1C(O)(c1ccccc1)c1ccccc1	?	?	.
20	COc1ccc2c(c1)c(=O)cc(-c1ccccc1)n2C	-7%	-17%	8%

# An excerpt of these results, with one line to a screen.
(18) Cc1cc(C(=O)Nc2cccc(O)c2)c(C)o1
(19) CN(C)Cc1cc(C(F)(F)F)ccc1C(O)(c1ccccc1)c1ccccc1

compound no. | 18 | 19
DT40 TDP1 no CPT | -5% | ?
DT40 TDP1 CPT | -21% | ?
TDP1 block | 3% | .

# New compounds follow:
cpd	molecule	DT40 TDP1 no CPT	DT40 TDP1 CPT	TDP1 block
21	CCOP(=O)(OCC)C(Nc1ccccc1)c1ccc2c(c1)OCO2 (centres undefined)	?	13µM*	3%
22	O=C(NC(=S)N1CCN(c2ccccc2)CC1)c1ccco1	?	-2%	2%
23	CC1CCCCC1NC(=O)COC(=O)c1ccc2c(=O)n3c(nc2c1)CCC3 (centres undefined)	7%	-10%	1%
24	O=C(NCCc1ccc(Cl)cc1)c1ncn[nH]1	-6%	-10%	2%
25	Cc1cc(C)c(NC(=O)C2C3/C=C\CCCCC32)c(C)c1 (centres undefined)	?	2%	2%
26	O=S(c1ccccc1)c1ccccc1	-1%	-2%	.
27	O=C(NC1CCCC1)c1cc(S(=O)(=O)N2CCOCC2)c(Cl)cc1Cl	-21%	-10%	8%
28	CCCNC(=O)c1ccc(N2CCC3(CC2)CC(c2ccccc2)=NO3)c(NC(=O)c2cccc(C)c2)c1	?	8.2µM*	.
29	Cc1cc(C)cc(OCCSc2nc3ccc(NC(=O)COc4ccccc4)cc3s2)c1	?	?	2%
30	CC(C)Cc1nnc(NC(=O)c2ccc([N+](=O)[O-])cc2)s1	-24%	-16%	5%

# (further entries)
cpd	molecule	DT40 TDP1 no CPT	DT40 TDP1 CPT	TDP1 block
31	CCOc1ccccc1C1NC(=O)CCC1[N+](=O)[O-] (centres undefined)	-1%	13%	5%
32	CCOc1ccc(NC(=O)CN(C)C(=O)c2cc(-c3ccncc3)nc3ccccc23)cc1OCC	16µM*	?	-7%[0.505 µM]
33	CCN1CCN(c2cc(C)c3cc(NC(=S)NCCCN4CCc5ccccc5C4)ccc3n2)CC1	15µM*	?	3%
34	COc1ccc(-c2cn3c(C)c(C(=O)N4CCN(c5ccccc5F)CC4)sc3n2)cc1	18µM*	23µM*	.
35	CC(C)CN(CCNC(=O)CN1C(=O)COc2ccc(S(=O)(=O)N3CCC(C)CC3)cc21)CC(C)C	?	?	4%
36	O=C(NCC1CC1)c1ccc2sc([C@@H]3O[C@H](CO)[C@H](O)[C@H](O)[C@H]3O)nc2c1	1%	-23%	.
37	Cc1cccc(Cc2c(C)[nH]c(=O)c(C#N)c2C)c1	1%	10%	2%
38	COCc1c(C(=O)N2CC3CCC2C3)cnn1-c1nccc(-c2ccccc2OC)n1 (centres undefined)	-18%	4%[9.04 µM]	.
39	O=C(C[n+]1ccccc1)N1CCCc2ccccc21	3%	-2%	4%
40	CCn1ccc(C(=O)Nc2ccccc2SC)n1	-21%	-9%	-3%

# Next part
cpd	molecule	DT40 TDP1 no CPT	DT40 TDP1 CPT	TDP1 block
41	COc1ccc(NC(=S)NCCN2CCC(C)CC2)cc1	18%	?	0%
42	COc1ccc(NC(C)=O)cc1S(=O)(=O)N(C)Cc1c(C)nn(-c2ccccc2)c1C	5%	6%	-10%[56.1 µM]
43	CSc1nccc(Nc2ccccc2)c1C#N	-7%	6%	-1%
44	O=C(CC(c1ccc(F)cc1)c1ccco1)N1CCOCC1 (centres undefined)	-3%	-12%	3%
45	COc1ccc(OC)c(S(=O)(=O)N2CCC(C(=O)NCc3ccccn3)CC2)c1	-7%	-12%	7%
46	CN1CCN(c2nc3ccccn3c(=O)c2C=O)CC1	-4%	11%	.
47	O=C(Nc1cccc(OCC(=O)N2CCOCC2)c1)c1cccc([N+](=O)[O-])c1	-4%	0%	1%
48	Cc1ccc(S(=O)(=O)N2[C@@H](c3ccc(Br)cc3)C(C(=O)O)=CC[C@H]2c2ccc(Cl)c(Cl)c2)cc1	-28%	-15%	-9%
49	O=C(O)c1ccc2c(c1)OCCCO2	7%	-4%	2%
50	Cc1ccc(OC(=O)C23CC4CC(CC(C4)C2)C3)c(C)n1	-28%	-24%	-5%

# More compounds.
cpd	molecule	DT40 TDP1 no CPT	DT40 TDP1 CPT	TDP1 block
51	CC[C@@H](C)[C@@H](C(=O)Nc1ccc(C)cc1)N1Cc2ccccc2C1=O	?	?	-1%
52	COc1ccc(-c2cc(C(F)(F)F)n3ncc(C(=O)N4CCCCC4c4cccnc4)c3n2)cc1 (centres undefined)	?	16µM*	7%
53	COc1ccc2c(c1)c1c(c(=O)n(-c3ccccc3C)c(=O)n1CC(=O)N1CCCC1)n2C	?	?	0%
54	Cc1ccc(S(=O)(=O)N2CCN(C(=O)COc3ccc(C)nc3[N+](=O)[O-])CC2)c(C)c1	?	-20%	-3%
55	Cc1cccc(CNc2nc(-c3cccc(NS(C)(=O)=O)c3)nc3ccccc23)c1	?	?	16%[56.1 µM]
56	Cc1c(C(=O)NN)[nH]c2ccc([N+](=O)[O-])cc12	-3%	25%	9%
57	CCn1c(CCCOc2ccc(Cl)cc2Cl)nnc1SCC(=O)Nc1cc(F)ccc1C	?	?	2%
58	CC(C)(CNC(=O)c1ccc(Cl)c(S(=O)(=O)N2CCc3ccccc3C2)c1)N1CCOCC1	23µM*	?	-3%
59	O=C(O)c1nc2ccccc2nc1C(=O)O	-3%	4%	-8%
60	Cc1cccc(C)c1NC(=O)C1(C)CCC(=O)N1CCCn1ccnc1 (centres undefined)	17%	5%	.

# (cont.)
cpd	molecule	DT40 TDP1 no CPT	DT40 TDP1 CPT	TDP1 block
61	COc1cc(Br)ccc1C1CC(=O)C(C)C(c2ccc(Br)cc2OC)N1 (centres undefined)	2%	-1%	.
62	CNC(=O)c1c2c(nc3ccc(Br)cc13)CCCC2	?	-7%	5%
63	c1ccc(CCc2ccncc2)cc1	3%	27%	4%
64	CN(C)Cc1ccccc1-c1nc(NCc2ccccc2)c2ccccc2n1	6.5µM*	16µM*	10%
65	CCOC(=O)[C@]12CCCC=C1N(Cc1cccc3ccccc13)C(=O)[C@H](CC(=O)NCCc1ccccc1OC)C2	?	?	.
66	CCOc1ccc(CN2CCN(c3ncnc4scc(-c5ccccc5)c34)CC2)cc1	8.2µM*	?	.
67	COc1ccc(-n2ncc3c(=O)n(CC(=O)OCc4ccccc4)cnc32)cc1	-8%	-22%	1%
68	Clc1ccc(CSc2nnc(-c3ccncc3)o2)cc1	-36%	-37%	5%
69	COc1cccc(NC2=NCC(=O)N2Cc2cccs2)c1	3%	2%	3%
70	CC(C)(C)c1nnc(NC(=O)CCC2CCCCC2)s1	-22%	-14%	.

# Looked up above.
# DT40 TDP1 no CPT with no. 61 → 2%
# DT40 TDP1 CPT with no. 62 → -7%

# The list continues.
cpd	molecule	DT40 TDP1 no CPT	DT40 TDP1 CPT	TDP1 block
71	CCCCN1C=C(C(=O)OC)C(c2ccccc2Cl)C(C(=O)OC)=C1	?	-10%	?
72	CCOC(=O)C1CCN(c2ncnc3c2oc2ccc(Cl)cc23)CC1	?	?	0%
73	FC(F)(F)c1cnc(N2CCN(C(=S)NCc3ccccc3)CC2)c(Cl)c1	21µM*	?	-5%
74	Cc1cnc(NC(=O)[C@H](C)N2C(=O)C3CCCCC3C2=O)s1 (some centres undefined)	-14%	-8%	6%
75	Cc1cccc(Cn2nnc3c(=O)[nH]c(C4CCCN(C(=O)c5ccccc5Cl)C4)nc32)c1 (centres undefined)	?	26µM*	3%
76	CCC(N=c1cc(-c2ccc(OC)cc2)oc2ccc(C)cc12)C(=O)O (centres undefined)	?	-6%	-3%
77	C=CCc1c(C)nc2ccc(C(=O)OCC)cc2c1Cl	-26%	?	3%
78	CCOC(=O)C1(Cc2cccc(OC)c2)CCCN(Cc2ccc(NC(C)=O)cc2)C1 (centres undefined)	?	-28%	5%
79	CCc1noc(C)c1C(=O)Nc1ccc(F)c(F)c1F	14%	10%	0%
80	O=C(CCNC(=O)c1ccco1)Nc1ccccc1OC(F)F	5%	5%	5%[0.0935 µM]

# Part of the list above, set out differently.
# Order of values: DT40 TDP1 no CPT | DT40 TDP1 CPT | TDP1 block
47) O=C(Nc1cccc(OCC(=O)N2CCOCC2)c1)c1cccc([N+](=O)[O-])c1
  -4% | 0% | 1%
48) Cc1ccc(S(=O)(=O)N2[C@@H](c3ccc(Br)cc3)C(C(=O)O)=CC[C@H]2c2ccc(Cl)c(Cl)c2)cc1
  -28% | -15% | -9%

# Other entries
cpd	molecule	DT40 TDP1 no CPT	DT40 TDP1 CPT	TDP1 block
81	Cc1ccc2cc(CN(CCN3CCOCC3)C(=O)NCc3ccccc3)c(=O)[nH]c2c1C	?	?	1%
82	O=C1CCC(C(=O)N2CCCC(Nc3ccc(F)cc3)C2)=NN1 (centres undefined)	3%	1%	3%[56.1 µM]
83	O=C(COC(=O)c1cc(S(=O)(=O)N2CCOCC2)c(Cl)cc1Cl)Nc1ncc(C(F)(F)F)cc1Cl	-21%	-5%	-3%
84	O=S(=O)(c1cccs1)N1CN(CC2CCCO2)c2nc3ccccc3nc21 (centres undefined)	-19%	-28%	4%
85	CCCCCCOc1ccccc1C(N)=O	16µM*	?	5%
86	Cc1cc(C)c(OCC(=O)Nc2ccccc2N2CCCCC2)c(C)c1	?	?	-21%
87	O=C(C1CC=CCC1)N1CCCCCC1 (centres undefined)	-27%	-17%	.
88	COc1ccc(CCC(=O)Nc2cc(Cl)ccc2N2CCN(C)CC2)cc1	?	?	3%
89	COCCN(Cc1ccccc1)P(=O)(O)c1ccccc1OCC(=O)O	-10%	-9%	0%
90	Cc1cccc2nc(CSc3nc4ccc([N+](=O)[O-])cc4[nH]3)c(Br)n12	?	?	7%
91	COc1cc(C(=O)Nc2ccc(C)cn2)c([N+](=O)[O-])cc1OC	4%	-5%	3%
92	COc1cc2c(=O)n(Cc3ccccc3)c(=O)n(CC(=O)Nc3cc(C(F)(F)F)ccc3Cl)c2cc1OC	?	?	3%

# Part of the list above, showing only DT40 TDP1 no CPT.
no.	SMILES	DT40 TDP1 no CPT
89	COCCN(Cc1ccccc1)P(=O)(O)c1ccccc1OCC(=O)O	-10%
90	Cc1cccc2nc(CSc3nc4ccc([N+](=O)[O-])cc4[nH]3)c(Br)n12	?

# Compound activity: PubChem, National Center for Advancing Translational Sciences (NCATS)
